Compound activity from PubChem.
PABP1 MLLE inh = inhibitors of PABP1 MLLE–PAM2 peptide binding, primary screen, biochemical, fluorescence polarization, FITC-PAM2, GST-MLLE; Polyadenylate-binding protein 1 (Homo sapiens), P11940; inhibition, % at 20 µM; 360,000 compounds, 0.36% hits; AID 588489, 2011; in the data active = inhibition above about 35%, passing the limit was not always enough;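 note: plate controls were DMSO wells with GST-MLLE for no effect and wells lacking GST-MLLE protein for full effect; some results filed as inactive read as strong as hits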
Target sequence (P11940 whole entry, looked up): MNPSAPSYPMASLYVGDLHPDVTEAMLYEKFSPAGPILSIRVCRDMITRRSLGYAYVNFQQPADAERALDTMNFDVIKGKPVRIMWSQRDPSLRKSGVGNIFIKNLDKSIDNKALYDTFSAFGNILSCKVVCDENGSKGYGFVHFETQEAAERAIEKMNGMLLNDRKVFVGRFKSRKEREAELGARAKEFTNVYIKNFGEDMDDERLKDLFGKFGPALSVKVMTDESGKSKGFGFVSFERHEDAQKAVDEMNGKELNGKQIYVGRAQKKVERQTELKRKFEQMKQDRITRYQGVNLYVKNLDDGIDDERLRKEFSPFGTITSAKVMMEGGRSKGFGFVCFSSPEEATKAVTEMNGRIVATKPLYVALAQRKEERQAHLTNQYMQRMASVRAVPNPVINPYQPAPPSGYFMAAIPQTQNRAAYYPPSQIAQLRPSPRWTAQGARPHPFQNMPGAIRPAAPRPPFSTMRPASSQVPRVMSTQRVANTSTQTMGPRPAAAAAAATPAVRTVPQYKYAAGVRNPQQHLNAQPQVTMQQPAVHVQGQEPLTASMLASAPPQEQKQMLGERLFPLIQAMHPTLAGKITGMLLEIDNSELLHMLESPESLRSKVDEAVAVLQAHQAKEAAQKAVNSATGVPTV
MsrA inhibitor = bovine MsrA enzyme inhibitors, primary screen, biochemical, absorbance, HTS | 360,000 compounds, 0.75% hits | inhibition, % at 15.5 µM | purified bovine MsrA, absorbance read-out | AID 651718, 2012 | Methionine sulfoxide reductase A (Bos taurus); in the data active = inhibition above about 4.5%;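 note: 0% = vehicle wells with enzyme and 100% = reference inhibitor wells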
TbMetRS inhib = T. brucei MetRS inhibitors, primary screen, biochemical, luminescence | methionyl-tRNA synthetase (Trypanosoma brucei brucei) | purified T. brucei MetRS, ATP depletion, Kinase-Glo luminescence | inhibition, % at 11.9 µM | 360,000 compounds, 0.4% hits | AID 624268, 2012;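 active = inhibition above a per-plate cutoff of the control wells' mean inhibition plus 3 SD, cut at about 5.5% in these data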;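 note: 0% = DMSO wells median and 100% = median of wells with control inhibitor compound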
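Test system: purified T. brucei MetRS enzyme. Also added: ATP, methionine and E. coli bulk tRNA substrates. Compound: 11.9 µM single point. Schedule: 15 min enzyme-compound preincubation, 2 h reaction, 10 min detection, 25 °C. Signal: luciferase luminescence of residual ATP, Kinase-Glo. Evaluation: percent inhibition versus plate control medians. Controls: DMSO wells, low control.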
MT1-MMP act inh = blockers of MT1-MMP proenzyme processing, primary screen, HT1080 RFP-PRO-GFP cells, GFP/RFP fluorescence. GFP/RFP ratio fluorescence, overnight; percent of plate control window, DMSO zero. AID 651647, 2012. 360,000 compounds, 0.061% hits. Matrix metalloproteinase-14 (Homo sapiens), P50281. GFP/RFP ratio change, % at 20 µM;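 active = GFP/RFP ratio change of at least 30% with cell ATP level not reduced by more than half and red fluorescence within 50% of control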; note: strong numbers were not always called active
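Compound: 20 µM single dose, 1% DMSO / System: HT1080 RFP-PRO-GFP cells / Controls: DMSO and RFP-L50D-GFP cell wells / Read-out basis: GFP/RFP fluorescence ratio / Schedule: overnight compound exposure at 37 °C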
SKN-1 block = suppressors of acrylamide-induced Pgst-4::GFP reporter in worms, primary screen, SKN-1 inhibitor project, whole organism, uHTS, GFP/RFP fluorescence ratio, strain VP596; inhibition, % at 21.8 µM; C. elegans VP596 Pgst-4::GFP/RFP ratio, 24 h; 360,000 compounds, 0.49% hits;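 active = interference check ratio from 0.5 to 1.5 plus GFP to RFP signal ratio inhibition reaching or exceeding a fixed threshold, cut at about 30% in these data, passing the limit was not always enough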; note: some compounds called inactive have numbers as strong as hits
CendR NRP1 mod = modulators of CendR peptide binding to NRP-1, primary screen, biochemical, fluorescence polarization, uHTS; Neuropilin-1 (Homo sapiens), O14786; AID 602438, 2012; FAM-RPARPAR peptide binding to NRP-1; inhibition, % at 25 µM; 360,000 compounds, 0.85% hits;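 active = inhibition or corrected inhibition above about 18%, plus a signal ratio from 0.5 to 1.5, limit read from the data, passing the limit was not always enough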; note: strong numbers were not always called active
FAS-TE inh = FAS thioesterase domain inhibitors, primary screen, biochemical, fluorescence intensity, uHTS; 360,000 compounds, 0.67% hits; Fatty acid synthase (Homo sapiens), P49327; inhibition, % at 15 µM; recombinant FAS-TE, OMFH fluorogenic substrate, fluorescence endpoint; AID 602261, 2012;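 active = compounds whose normalised, plate-corrected inhibition of enzyme fluorescence in the single-dose primary screen is 50% or more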;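 note: 0% = DMSO with enzyme and 100% = substrate without enzyme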
bovine MsrA act = bovine MsrA enzyme activators, primary screen, biochemical, absorbance, HTS; purified bovine MsrA, absorbance read-out; activation, % at 10.6 µM; AID 602163, 2012; Methionine sulfoxide reductase A (Bos taurus); 360,000 compounds, 0.3% hits; in the data active = activation above about 7.5%;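 note: 0% = vehicle and 100% = reference activator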
E coli Lon inh = inhibitors of E. coli Lon protease, primary screen, biochemical, fluorescence polarization; inhibition, % at 7.94 µM; AID 602123, 2011; 360,000 compounds, 0.42% hits; purified E. coli Lon protease; P0A9M0; in the data active = inhibition above about 13%, passing the limit was not always enough;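 note: 0% = enzyme with probe and DMSO and 100% = no enzyme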
Starred values were filed as active, the others as inactive; i = inactive; nt = no result given; + = active, no number; & = joins results of further samples.

SMILES	PABP1 MLLE inh	MsrA inhibitor	TbMetRS inhib	MT1-MMP act inh	SKN-1 block	CendR NRP1 mod	FAS-TE inh	bovine MsrA act	E coli Lon inh
CC(C)(C)c1ccc(S(=O)(=O)Nc2ccccn2)cc1	6	0.0	-0.9	4	8	3	-4	-3	-2
Cc1nn(C)cc1/C=N/O	-4	-0.5	-0.7	3	-15	-4	-3	-2	-7
COc1cccc(-n2c(-c3cccc(S(=O)(=O)N(C)C)c3)n[nH]c2=S)c1	-26	1.1	-0.1	4	5	0	-4	2	-4
Cc1ccc(NC(=S)NC2CCN(Cc3ccccc3)CC2)cc1	-19	0.0	-0.2	6	3	10	-9	-4	12
COc1cc(C(=O)OCC#N)ccc1OCc1c(C)noc1C	-7	0.4	0.1	1	10	23	-3	-2	4
Cc1ccc(C)c(S(=O)(=O)Nc2ccccc2C(=O)Nc2cc(C)on2)c1	-7	1.0	-0.3	-2	3	-15	2	-3	2
COc1ccc(C(=O)Nc2cc(C)nc3ccccc23)cc1OC	4	1.2	-0.7	1	-4	1	-3	-6	-6
Cc1ccc(C(=O)Nc2nc3ccc(Cl)cc3s2)o1	-19	1.0	0.1	3	24	8	-3	-4	1
O=C(NCc1cccs1)c1csc([C@H]2C[C@H](O)[C@@H](CO)O2)n1	-5	0.3	0.0	0	23	-2	-12	-2	0
CCOc1ccc(/C=N/OCC(=O)Nc2cc(S(=O)(=O)N3CCOCC3)ccc2OC)cc1	-3	-0.1	-0.2	-3	8	-15	-1	-2	2
O=C(NNC(=S)NC(=O)c1ccccc1)c1cccc([N+](=O)[O-])c1	17	3.2	-0.9	4	22	7	6	1	3
Cc1noc(C)c1COc1ccccc1C(=O)N1CCN(S(=O)(=O)c2ccccc2Br)CC1	1	-0.8	0.2	-10	0	-5	4	-1	15
CC(C)CN(C(=O)c1cccs1)C1CCS(=O)(=O)C1 (stereo unspecified)	-13	0.2	-0.1	-2	6	2	-7	2	-15
N#Cc1sc2nc3c(c(-c4cccnc4)c2c1N)CCC3	6	0.5	-0.2	-2	5	-22	-1	-11	0
COc1ccc(C(=O)C(c2ccccc2)N2CCOCC2)cc1 (stereo unspecified)	4	0.2	-1.8	-3	2	-12	-6	-5	2
CCc1ccc(S(=O)(=O)NCc2csc(-c3cccnc3)n2)s1	0	-0.9	-0.9	0	-1	1	-2	-8	-4
CCCNC(=O)CS(=O)(=O)Cc1nc(-c2ccccc2C)oc1C	4	0.1	-0.7	3	12	-1	-2	-3	-7
CCN(Cc1ccncc1)C(=S)NCc1ccccc1	-91	-1.6	-0.2	-2	3	5	-3	-2	5
O=C1CCC(=O)N1OCCOc1ccccc1	0	-0.3	-0.5	0	-20	2	-2	0	0
O=C(O)C1CC(=O)N(Cc2ccccc2)C1 (stereo unspecified)	-2	0.0	-0.1	4	-10	0	-5	-1	4
Cc1sc2nc(CN3CCCCC3)nc(Cl)c2c1C	-23	-1.2	-0.4	7	10	8	-5	0	1
COc1cc(C(O)c2nc(-c3cccc(C(=O)O)c3)cs2)ccc1F (stereo unspecified)	-1	-0.1	0.1	3	-2	0	-9	-3	-4
CCNc1nc(NCC)nc(OCCOC(C)=O)n1	-12	0.3	-1.3	1	-3	-2	1	-12	-2
COc1ccc(OC)c(S(=O)(=O)NCCc2cn3ccsc3n2)c1	-19	0.8	-0.7	-8	-5	-19	-2	1	-1
COc1ccc(NC(=O)c2cccc(N3C(=O)c4ccc(C(=O)Nc5ccc(OC)c(O)c5)cc4C3=O)c2)cc1O	-1	1.1	-0.2	-3	13	0	-4	-3	-4
COC(=O)c1ccc(NC(=O)CCn2cccc2)cc1	-13	0.5	-0.2	2	9	19	-6	1	-5
COc1cccc(/C=N/NC(=O)c2nc(-c3ccccc3)cc(-c3ccccc3)n2)c1O	-14	0.8	0.2	-5	9	-6	18	-5	-9
Cc1ccccc1CC1(CO)CCCN(Cc2ccc3c(c2)OCCO3)C1 (stereo unspecified)	0	0.7	-0.4	1	-22	6	-3	-6	-12
CCCOc1ccc(N/C=C/C(=O)c2ccc(OC)c(OC)c2)cc1	-16	0.4	-0.1	-6	-20	10	0	0	-6
Cc1csc(NC(=O)c2nc3nc(C)cc(C)n3n2)n1	0	2.3	-0.2	5	21	6	-5	-3	-10
CCCc1c(C)c2c(C)[nH]nc2oc1=O	6	0.6	-0.8	3	14	-9	-5	3	-5
O=C(Nc1ccc(C(=O)N2CCCCC2)cc1)c1ccc([N+](=O)[O-])cc1	12	0.7	-0.4	-2	19	10	2	-3	3
COc1ccc(CN(C)C(=O)Cc2ccsc2)c(OC)c1OC	1	2.1	-0.9	3	1	10	-2	-1	1
Fc1cccc(CN2CCN(Cc3nc(CCc4ccccc4)no3)CC2)c1	9	0.7	-0.4	2	-2	4	3	-1	0
CCN1CCN(C(=O)c2nn(C)c3c2CS(=O)(=O)c2ccccc2-3)CC1	-3	-0.2	-0.6	-1	-7	13	0	0	-9
CCOc1ncccc1C(=O)OCc1ccc(C(=O)OC)cc1	-1	-1.9	-1.3	-3	-7	0	8	-12	-4
O=C(NC1(C(F)(F)F)NC(=O)N(Cc2ccccc2)C1=O)c1cccnc1 (stereo unspecified)	0	-0.6	0.1	-1	-9	41*	-1	-1	-2
CC(=O)Nc1ccc(OC(=O)c2ccco2)cc1	8	-0.4	-1.9	5	1	16	-7	-2	-12
CC(C)NC(=O)c1[nH]nc2c1CCc1ccccc1-2	-6	nt	-2.0	-3	5	-5	-2	-12	4
O=c1c2c3nc4ccccc4nc3n(CC3CCCO3)c2ncn1CCc1ccccc1 (stereo unspecified)	-7	-1.4	-0.6	-2	12	-1	3	-2	-3
O=C1CN(C(=O)COc2ccc(Cl)c(Cl)c2)c2ccccc2N1	-7	0.4	-0.3	-12	10	-5	11	-3	6
CCNS(=O)(=O)c1cccc(C(=O)c2c(C)cc3ccccn23)c1	-3	0.8	0.7	2	2	-5	-7	-4	0
C[C@@H]1CCCCO[C@H](CN(C)C(=O)Nc2ccc(F)cc2)[C@@H](C)CN([C@H](C)CO)C(=O)c2cc(NC(=O)c3ccccc3)ccc2O1	-26	-1.3	-0.9	4	-2	-5	3	0	-8
O=C1CCN2C=Nc3cccc4ccc1c2c34	i	0.5	-1.5	-229	-107	144	-203	-6	+
COc1cc(/C=C/C(=O)Nc2ccc(C)cc2)cc(OC)c1OC	6	2.1	-0.4	4	-3	8	-6	-11	19
CCC(=O)NC(=S)Nc1cccc(NC(=O)c2ccccc2C)c1	22	-0.6	0.0	-1	1	4	0	-2	2
O=c1[nH]nnc2sc3c(c12)CCCC3	3	3.2	-1.2	-10	-8	-12	-3	-4	-15
CC1CCC(C(=O)NC(C(=O)NCCCN2CCOCC2)C(C)C)CC1 (stereo unspecified)	-2	-0.6	-0.4	5	13	-3	-5	-1	1
COc1ccc(/C=N\Nc2ccc([N+](=O)[O-])cc2)c(C(=O)O)c1OC	-28	1.4	0.0	-2	-2	-14	-8	-1	-13
CC1CCN(Cc2c(C#N)c3ccccc3n2C)CC1	7	1.0	-0.4	-2	-3	-8	8	-4	-8
CCOC(=O)c1cc(NC(=O)Nc2ccccc2OC)c(C)nc1C	6	0.2	-1.8	9	-1	5	0	-3	-8
COc1cccc(NC(=O)CN(C)C(=O)c2cc(CN3C(=O)c4ccccc4C3=O)ccc2OC)c1	23	-0.6	-0.4	-1	15	5	-3	-2	-3
CCC(C)N1C(=O)c2ccccc2C1C(=O)NC1CCCCCC1 (stereo unspecified)	15	-0.8	-0.6	-2	-2	2	-7	1	-3
Cc1cc(=O)[nH]c(N/N=C/CCc2ccccc2)n1	-13	0.5	-0.6	0	3	4	-3	-5	-3
CC1CN(C(=O)c2cccc(Oc3ccccc3)c2)CC(C)O1 (stereo unspecified)	6	-0.8	-0.5	0	-8	4	-5	-7	-2
C=CCN1C(=O)CN=C1Nc1cc(C)ccc1C	1	0.8	0.0	-10	23	1	-6	-1	4
CCCCCCCCCCCCCCCC[n+]1ccccc1	1&8&8	-2.7&-1.0&-0.8	-1.4&-0.5&-1.9	-7&-11&-9	18&13&33	0&12&-10	-111&-128&-122	0&0&-2	-4&-4&-1
Cc1ccc(N2CCN(C(=O)N3CCOCC3)CC2)cc1C	-5	1.5	-0.4	1	12	-1	-6	-6	-3
Cc1ccc2c(c1)c1ncnc(N3CCOCC3)c1n2C	2	1.2	-0.5	2	9	-3	-7	-1	-6
O=C(O)C1=C[C@H](c2csc3ccccc23)C[C@H](OCCCCO)O1	-1	1.1	-0.1	0	7	-20	-6	-1	-6

Only MT1-MMP act inh, for some of the entries so far:
SMILES	MT1-MMP act inh
CCC(=O)NC(=S)Nc1cccc(NC(=O)c2ccccc2C)c1	-1
O=c1[nH]nnc2sc3c(c12)CCCC3	-10

The results go on.
SMILES	PABP1 MLLE inh	MsrA inhibitor	TbMetRS inhib	MT1-MMP act inh	SKN-1 block	CendR NRP1 mod	FAS-TE inh	bovine MsrA act	E coli Lon inh
Cc1cnc(C(=O)NC(C)CCc2ccccc2)cn1 (stereo unspecified)	5	-0.4	0.1	0	6	3	0	1	-5
Cc1cc2oc(C(=O)N(Cc3ccccc3)c3ccccn3)cc(=O)c2cc1Cl	-14	0.7	-0.5	-3	13	5	32	-4	-2
Cc1ccc(NC(=O)CSc2ncn[nH]2)c([N+](=O)[O-])c1	-4	0.6	-0.4	5	1	9	-14	-1	-18
CC1CCCC(C)N1C(=O)COc1ccc([N+](=O)[O-])cc1Cl (stereo unspecified)	16	0.1	-0.3	4	5	2	14	-1	13
Cc1ccc(C(=O)Nn2cnc3ccccc3c2=O)cc1C	-3	-1.4	-0.3	-2	-3	12	-5	-2	0
COc1ccc(-c2nc(CSCC(=O)N3CCc4ccccc4C3)c(C)o2)cc1OC	37	0.2	-0.4	-2	9	-9	2	-1	3
CCCOC(=O)c1ccc(NC(=O)CN(C)Cc2cccs2)cc1	1	-0.3	0.1	-3	10	8	14	9.9*	-6
Cc1ccc(N)c([N+](=O)[O-])c1	-2	0.6	-0.5	-2	7	-5	1	-5	2
O=C(COC(=O)c1cccs1)c1ccc2c(c1)OCCO2	-1	-0.2	-0.8	5	9	4	6	-5	-9
O=C(CN1CCN(CCN2C(=O)c3cccc4cccc(c34)C2=O)CC1)c1ccc(F)cc1	16	0.8	0.9	-5	7	9	4	-3	-8
